MITF primary = MITF inhibitors, primary screen, biochemical, AlphaScreen, human. Microphthalmia-associated transcription factor (Homo sapiens), O75030. AlphaScreen MITF homodimerization, bead proximity signal. inhibition, % at 2.6 µM. actives 0.91% (n = 650,000); in the data active = inhibition above about 50%;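 note: 0% = vehicle wells with protein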
Target sequence (O75030 whole entry, looked up): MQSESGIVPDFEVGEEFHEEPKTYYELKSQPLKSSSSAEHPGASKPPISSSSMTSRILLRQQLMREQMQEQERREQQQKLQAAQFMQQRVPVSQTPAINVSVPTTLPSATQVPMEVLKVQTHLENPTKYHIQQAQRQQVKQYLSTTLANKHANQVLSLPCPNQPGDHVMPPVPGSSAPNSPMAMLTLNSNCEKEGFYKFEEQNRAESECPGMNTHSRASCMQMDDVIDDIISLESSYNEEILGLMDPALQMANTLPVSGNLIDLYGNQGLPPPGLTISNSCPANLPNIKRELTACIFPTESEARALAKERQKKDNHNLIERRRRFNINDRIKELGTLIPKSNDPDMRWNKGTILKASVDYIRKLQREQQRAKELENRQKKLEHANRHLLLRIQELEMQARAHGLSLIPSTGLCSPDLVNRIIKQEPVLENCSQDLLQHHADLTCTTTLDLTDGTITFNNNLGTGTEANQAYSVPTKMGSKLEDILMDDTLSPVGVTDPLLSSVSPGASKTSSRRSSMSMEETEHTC
GPR151 activ = activators of human GPR151, primary screen, cell-based, PathHunter beta-arrestin, luminescence; G-protein coupled receptor 151 (Homo sapiens), Q8TDV0; PathHunter beta-arrestin GPR151 cells; activation, % at 11.2 µM; actives 1% (n = 650,000); AID 1508602, 2020; in the data active = activation above about 4.9%;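 note: 0% = median of compound wells and 100% = cells with positive control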
Target sequence (Q8TDV0 whole entry, looked up): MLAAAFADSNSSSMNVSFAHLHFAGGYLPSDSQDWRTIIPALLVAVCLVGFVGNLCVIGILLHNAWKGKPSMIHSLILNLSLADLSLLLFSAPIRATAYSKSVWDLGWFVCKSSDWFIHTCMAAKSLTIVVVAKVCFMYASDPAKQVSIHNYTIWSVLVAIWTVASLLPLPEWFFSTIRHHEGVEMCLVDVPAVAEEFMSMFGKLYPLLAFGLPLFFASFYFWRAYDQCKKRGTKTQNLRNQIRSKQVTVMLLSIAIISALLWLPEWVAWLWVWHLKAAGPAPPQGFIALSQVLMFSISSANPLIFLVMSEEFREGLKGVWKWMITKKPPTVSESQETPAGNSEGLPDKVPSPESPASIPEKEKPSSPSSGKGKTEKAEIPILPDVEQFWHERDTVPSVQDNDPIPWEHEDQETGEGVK
FBW7 act = FBW7 E3 ligase activators, primary screen, biochemical, AlphaScreen, human. actives 0.13% (n = 650,000). normalized activity (activation), % at 26.1 µM. AlphaScreen FBW7–phospho-cyclin E peptide binding, activator screen. F-box/WD repeat-containing protein 7 (Homo sapiens), Q969H0; in the data active = normalized activity above about 1.9%;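 note: purified mutant Fbw7 with reduced substrate affinity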
TEAD-YAP inh = TEAD-YAP interaction inhibition, primary screen, TEAD-YAP interaction inhibitor project, luminescence, HEK-TIYL cells. actives 1.4% (n = 640,000). inhibition, % at 9.12 µM. TEAD-Gal4/YAP UAS-luciferase luminescence; in the data active = inhibition above about 32%;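 note: 0% = median of test compound wells and 100% = reference inhibitor wells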
* hit, by the source's call; nt = not tested or not shown; & = joins results of further samples.

SMILES	TEAD-YAP inh	GPR151 activ	FBW7 act	MITF primary
COc1ccc(C(=O)N/C(=C/c2cccc([N+](=O)[O-])c2)C(=O)Nc2ccc(Br)cc2)c(Cl)c1	-13.9	2.5	0.2	-2.1
CCOC(=O)c1ccc(-n2c(N)c(C#N)c3ncccc3c2=O)cc1	-7.6	-0.8	0.1	1.3
O=C(Nc1ccccc1)c1ccc(Cl)c(S(=O)(=O)Nc2cccc([N+](=O)[O-])c2)c1	-0.9	-0.6	0.0	1.9
CS(=O)(=O)N1CC=C[C@@H]1C(=O)NC1CCCCC1	1.2	0.4	0.2	14.6
Cc1ccc(C2C3=C(CC(c4ccco4)CC3=O)NC3=C2C(=O)c2ccccc23)cc1 (centres undefined)	-7.3	-0.7	-0.1	-5.5
COc1ccc(Cl)cc1NC(=O)COc1ccc([N+](=O)[O-])cc1	0.2	0.4	0.0	13.1
Cn1c(Nc2nc(NCCc3ccc(O)cc3)c3ncn(C4CCCCC4)c3n2)nc2ccccc21	35.4*	-1.0	-0.2	2.6
COc1ccc(C(=O)NCc2ccc3[nH]c4c(c3c2)CCCC4)c(OC)c1	15.6	-1.4	-0.1	-7.0
CCOC(=O)CC(NC(=O)CCCCCN1C(=O)c2ccccc2C1=O)c1ccc(C)cc1 (centres undefined)	13.0	0.2	0.3	2.2
CN(C)C(Cc1cccc(S(=O)(=O)N2CCOCC2)c1)C(=O)c1ccccc1 (centres undefined)	-25.5	0.7	0.6	1.3
O=C1N=C(N2CCCCC2)S/C1=C/c1ccccc1Cl	-21.1	0.0	-0.1	-3.6
Cc1ccc(C(=O)C(C)OC(=O)c2ccccc2[N+](=O)[O-])cc1 (centres undefined)	-56.3	2.1	0.1	8.9
CC1c2ccccc2CN1CC1=NCCN1 (centres undefined)	nt	0.5	-0.1	9.1
NC(CC(=O)O)c1cccc(OCc2ccccc2)c1 (centres undefined)	-2.2	-0.4	0.0	4.2
CCOC(=O)c1c(C)[nH]c(C)c1C(=O)COC(=O)c1sc2nc(C)[nH]c(=O)c2c1C	-7.4	1.2	-0.2	4.2
Cn1c(/C(C#N)=C/c2ccccc2[N+](=O)[O-])nc2ccccc21	-2.6&-13.4	0.7&-0.2	-0.1&-0.1	5.1&-0.1
CCOC(=O)c1cnc(-c2ccccc2)nc1N(C)C	-86.8	-0.7	0.6	2.0
COc1cc(NS(=O)(=O)c2ccc(NC(=O)c3ccc(Cl)cc3Cl)cc2)ncn1	-6.5	-1.1	0.0	-8.8
O=C(CCSCCC(=O)NCc1ccc(F)cc1)NCc1ccc(F)cc1	7.8	0.3	0.0	-9.7
COC(=O)C1=C(C)N(C)C(O)NC1c1cccc([N+](=O)[O-])c1 (centres undefined)	-0.3	0.6	0.1	-1.6
C=Cc1ccc(CSc2ncc(C(=O)OCC)c(N)n2)cc1	-11.7	0.1	0.3	5.7
CC(C)[C@@H](Cn1nc(-c2cccs2)ccc1=O)NC(=O)c1cnsc1	-0.3	-1.1	0.1	-0.6
C=CCSC(=S)Nc1c(C)n(C)n(-c2ccccc2)c1=O	4.8	-0.3	0.0	4.2
Cc1ccc(C(=O)CCC(=O)NNC(=O)c2ccc(COc3ccccc3)cc2)cc1	3.5	-5.2	0.6	11.7
CCCCCc1ccc(CC(=O)Nn2c(-c3cccc([N+](=O)[O-])c3)nc3ccccc3c2=O)cc1	-1.4	0.0	0.3	13.4
Cc1cccc(-c2nnc(NC(=O)CSc3nncn3C)s2)c1	-28.8	-0.1	0.0	1.6
CCOc1ccccc1C1NC(=O)N(C)C(C)=C1C(=O)OC (centres undefined)	2.1	6.0*	0.1	5.4
COc1ccc(NC(=O)CCCCCn2c(SCC(=O)NCC3CCCO3)nc3ccsc3c2=O)cc1 (centres undefined)	7.2	0.3	0.0	16.3
COCCCNc1nc2c(S(=O)(=O)c3cc(C)ccc3C)nnn2c2ccccc12	12.6	-0.4	0.0	-6.6
Cc1ccc(/C=N/NS(=O)(=O)c2ccc(C)c([N+](=O)[O-])c2)cc1	-5.3	0.7	0.1	8.1
COc1ccc(-n2cc(C(=O)N3CCC4(CC3)OCCO4)c3ccccc3c2=O)cc1	-8.7	-0.5	0.3	-9.7
CCOC(=O)C1(CC2CCCCO2)CCN(C(=O)Nc2ccc(OC)cc2)CC1 (centres undefined)	-3.3	1.5	-0.1	0.0
O=Nc1c(-c2c(O)[nH]c3ccccc23)[nH]c2ccccc12	-50.6	-0.2&-1.1	-0.4&-0.6	9.0&24.6
C[C@@H]1CN(Cc2ccc3c(c2)CN(CC2CC2)CCO3)C[C@H](C)O1	1.0	-1.2	0.4	21.9
CN(C)c1c[nH]c(=O)[nH]c1=O	3.8	0.7	0.1	16.4
CC(C)(C)SCCN=C1NS(=O)(=O)c2ccccc21	-29.1	-1.6	0.0	3.5
Cc1ccc(-c2cc(C(=O)N3CCOCC3)[nH]n2)cc1C	-61.7	0.3	-0.1	1.9
CCSc1nnc(NC(=O)c2ccc([N+](=O)[O-])cc2)s1	-15.6	-0.4	0.0	-12.7
c1cc(-c2cncnc2C2CCNCC2)ccn1	11.6	-0.2	0.2	10.1
CCOc1ccccc1N1CCN(S(=O)(=O)c2ccc([N+](=O)[O-])cc2)CC1	-3.5	1.6	-0.6	6.8
O=C(NCCOc1ccccc1)c1cc(N2CCC(N3CCOCC3)CC2)nc2ccccc12	0.4	-2.3	0.1	13.1
Cn1nccc1Nc1ccc(-n2cc(CC(=O)NCc3ccccc3)c3ccccc32)nn1	8.6	1.7	0.0	7.9
Fc1cccc(C2CC(c3ccc(Cl)cc3)Nc3nnnn32)c1 (centres undefined)	-0.7	1.1	0.3	19.1
CCc1cccc(C)c1NC(=O)COCC(=O)O	4.8	2.0	0.2	11.7
C/C=C/COC(=O)C1=C(C)NC(=O)NC1c1ccc(O)c(OC)c1 (centres undefined)	0.6	-0.4	-0.1	4.4
Nc1c(C(=O)Nc2ccccc2Br)sc2nc3cc4c(cc3cc12)OCO4	-10.1	-1.2	-0.2	-4.4
O=C(COC(=O)CNS(=O)(=O)c1ccc(F)cc1)Nc1cccc(C(F)(F)F)c1	9.8	0.0	0.3	9.1
OCc1cccn1-c1ccc(I)cc1	9.1	-0.3	-0.2	28.6
COC(=O)c1cc(=O)c2c(-c3ccccc3)nc(C)nc2[nH]1	-3.2	1.7	0.0	-4.2
Clc1ccc(-c2cc3ccccn3c2)cc1	-10.3	-0.6	0.5	-0.8
CCC(C)NC(=O)CCC1CCCCC1 (centres undefined)	-0.6	0.6	-0.1	12.9
Cc1occc1C(=O)N1CCCc2ccccc21	5.6	-0.4	-0.2	1.0
COCCN(C(=S)Nc1cccc(SC)c1)C(C)c1cccnc1 (centres undefined)	-3.0	2.2	0.0	1.3
COc1cc(C(O)c2nc3ccccc3n2C)cc(OC)c1OC (centres undefined)	5.1	-0.2	-0.1	3.3
N#CC1CC(c2ccccc2)=NN1c1ccccc1[N+](=O)[O-] (centres undefined)	-47.7	0.3	0.0	14.0
Cc1ccc(C(=O)NC(C)C(C)(C)C)o1 (centres undefined)	18.4	-0.9	0.2	6.8

Later entries:
SMILES	TEAD-YAP inh	GPR151 activ	FBW7 act	MITF primary
N#CCc1ccc(NC(=O)c2ccc(I)cc2)cc1	-26.6	1.9	0.3	7.7
Cc1ccc(/C=C(\C#N)c2nc(-c3ccc(Cl)cc3)cs2)cc1	-3.8	1.1	0.1	7.7
CN(C)S(=O)(=O)c1cccc(CSc2nnc(C(F)(F)F)n2C)c1	-0.7	1.3	-0.1	-1.9
COc1ccc(NC(=O)C2C3C=CC4(O3)C2C(=O)N(C(C)CCc2ccccc2)C4C(=O)NC2CCCC(C)C2C)cc1 (centres undefined)	9.0	7.0*	-0.1	0.7
Cc1ccc(OCCNC(=O)CC#N)cc1	9.7	-1.4	0.2	9.5
Cc1ccc(C2=N/C(=C\c3ccc(Br)o3)C(=O)O2)cc1[N+](=O)[O-]	5.0	-0.9	0.0	18.2
CCN(c1ccc(F)cc1)S(=O)(=O)c1ccc2[nH]cc(C(=O)NC(C)(C)C)c(=O)c2c1	-4.5	-1.7	0.0	8.3
Cc1ccc(C(=O)O)cc1N1C(=O)C2C3C=CC(C3)C2C1=O (centres undefined)	5.3	0.1	0.0	-17.8

Taken from the entries so far, four compounds:
SMILES	TEAD-YAP inh	GPR151 activ	FBW7 act	MITF primary
N#CCc1ccc(NC(=O)c2ccc(I)cc2)cc1	-26.6	1.9	0.3	7.7
Cc1ccc(/C=C(\C#N)c2nc(-c3ccc(Cl)cc3)cs2)cc1	-3.8	1.1	0.1	7.7
CN(C)S(=O)(=O)c1cccc(CSc2nnc(C(F)(F)F)n2C)c1	-0.7	1.3	-0.1	-1.9
COc1ccc(NC(=O)C2C3C=CC4(O3)C2C(=O)N(C(C)CCc2ccccc2)C4C(=O)NC2CCCC(C)C2C)cc1 (centres undefined)	9.0	7.0*	-0.1	0.7

(listing goes on)
SMILES	TEAD-YAP inh	GPR151 activ	FBW7 act	MITF primary
COc1ccc(OC)c(NC(=O)c2cc(S(=O)(=O)N3CCCC3)ccc2F)c1	-2.7	1.1	-0.1	5.3
COc1ccc(C(=O)CSc2ccc3c(c2)OCCO3)cc1OC	-7.7	-0.7	-0.1	27.9
O=C(O)C1C(C(=O)Nc2ccc(Cl)cc2)C2C=CC1C21CC1 (centres undefined)	-12.5	-1.5	0.5	17.8
COCCNC(=O)C(OC(=O)c1cc2occc2n1C)c1cccnc1 (centres undefined)	-3.1	0.6	0.1	7.1
COc1ccc(OCC(=O)Nc2cccc(-c3nc4ccccc4c(=O)o3)c2)cc1	11.4	0.3	0.1	-2.9
CC(C)Oc1ccc(C2CC(=O)N(c3cccc(Br)c3)C2=O)cc1 (centres undefined)	-1.5	3.3	-0.2	-4.3
CCOc1cc(C2CC(=O)Nc3c2ccc2ccccc32)cc(Br)c1OCC (centres undefined)	-1.6	-1.6	-0.1	-7.6
O=C(CSc1ccc2nnc(-c3ccncc3)n2n1)Nc1ccc(Br)cc1	6.7	-1.3	-0.6	-0.1
Cc1cccc(OCCOCCN2CCOCC2)c1C	8.4	0.6	0.3	-13.3
O=C(Nc1ccc(Br)cc1)C1CC(=O)N(c2ccc(Oc3ccccc3)cc2)C1 (centres undefined)	2.6	1.3	0.1	6.5
O=C1CC(c2ccc(Cl)c(Cl)c2)CC(O)=C1C=NCCN1CCNCC1 (centres undefined)	2.7	1.6	-0.1	11.1
O=C(COC(=O)c1cccs1)Nc1ccc(F)cc1	-5.7	-0.3	-0.1	6.4
Clc1ccc(CNc2cc(-c3cccnc3)nc(-c3cccnc3)n2)cc1	-0.4	-0.5	0.6	8.6
COc1cc(OC)cc(C(=O)O/N=C2/CCCc3ccc(OC)cc32)c1	-1.4	-0.3	0.0	7.3
CCCCCCOc1ccc(C2C3CN(C)CC=C3C(C#N)=C(N)C2(C#N)C#N)cc1OC (centres undefined)	11.1	-4.8	0.7	0.2
COC(=O)c1ccc(-n2c(C)cc(C(=O)COC(=O)c3cc(C)oc3C)c2C)cc1	6.0	-1.1	-0.2	-13.1
COc1ccc(OC)c(NC2c3ccccc3C(=O)N2c2ccccn2)c1 (centres undefined)	-1.6	-1.3	-0.7	-3.0
O=C(NCc1cccs1)c1cc(=O)[nH]c2ccccc12	-0.2	-0.5	0.0	2.1
CC(=O)N1CCN(c2ccc([N+](=O)[O-])c(NC3CC3)c2)CC1	8.7	0.1	-0.1	5.7
CC1(C)CC(=O)c2sc(NC(=O)C3CC3)nc2C1	11.3	0.0	0.5	20.1
O=C(c1ccccc1)N1CCN(C(=O)c2cc3c(s2)CCCCC3)CC1	1.8	-1.0	0.3	7.6
O=C(/C=C/c1ccccc1Cl)NCCc1ccsc1	-34.6	-1.6	0.3	20.6
COc1ccc(NC(=O)CSc2nc3c(sc(=S)n3-c3ccc(C)c(C)c3)c(=O)n2-c2ccccc2)c(OC)c1	1.4	-1.9	0.0	-9.4
CC(C)C(=O)c1cn(CC(=O)O)c2ccccc12	9.9	1.7	0.0	-9.0
Cc1ccc(S(=O)(=O)N/N=C/c2ccccc2C(F)(F)F)cc1	-0.6	-1.3	0.0	-5.9
Cn1c(N)c(C(=O)COC(=O)c2ccccn2)c(=O)n(C)c1=O	-4.4	-1.9	-0.1	6.3
O=C(Nc1cc(C(=O)N2CC=C(c3ccccc3)CC2)ccc1N1CC2CC(C1)c1cccc(=O)n1C2)c1cccs1 (centres undefined)	6.3	-1.0	0.0	19.5
COc1ccc(C(=O)NC(C)C(c2cccs2)N2CCN(C)CC2)cc1OC (centres undefined)	-14.4	-0.6	0.5	-5.8
O=C(CN1CCN(Cc2cccc(Cl)c2)C1=O)NCc1cccs1	-6.7	1.1	-0.1	-12.4
c1ccc2[nH]c(CCCCCCc3nc4ccccc4[nH]3)nc2c1	8.9	-0.7	-0.1	-5.4
N/C(=N\OC(=O)C1CCCCC1)c1cccc([N+](=O)[O-])c1	8.3	-0.9	0.0	13.1
O=C(Cc1ccsc1)OCC(=O)c1ccccc1	3.4	-1.8	0.4	2.6
